# Screens from PubChem.
# ARFGAP1 inh – inhibits rat ARF GTPase activating protein 1; Q62848; Arfgap1-stimulated ARF1 GTP hydrolysis, GDP FP detection; inhibition, % at 16.5 µM; 360,000 compounds, 0.26% hits;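 active = inhibition above a per-plate limit, mean inhibition of low control wells plus 3 SD, cut at about 25% in these data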;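 note: 0% = DMSO wells with enzyme and 100% = wells lacking Arfgap1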
#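 system = rat Arfgap1 catalytic domain, aa 1-136 | technique = FP, GDP Alexa 633 tracer displaced from anti-GDP antibody, 620/688 nm | compound = one concentration, 16.5 µM, DMSO 1.26% | medium = HEPES-based buffer, pH 7.5 | timing = compound-enzyme preincubation 20 min, reaction 120 min, detection 60 min, 25 °C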
# ADAM10 inh – inhibits human ADAM10 | 370,000 compounds, 0.62% hits | recombinant ADAM10, EDANS/DABCYL FRET peptide cleavage, 3 h | inhibition, % at 7 µM | O14672;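 active = inhibition above a per-campaign cutoff equal to the mean of compounds falling between control-based bounds plus 3 SD, cut at about 20% in these data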;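 note: 0% = DMSO wells while the 100% control is not disclosed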
# SIAE inh – inhibitors of human sialic acid acetylesterase SIAE; Q9HAT2; SIAE FP-Rh probe binding, fluorescence polarization; inhibition, % at 9.66 µM; 370,000 compounds, 0.69% hits;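 active = inhibition above a cutoff: mean of compounds within the control limits plus 3 SD of those, cut at about 17% in these data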;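 note: 0% = plate median of compound wells and 100% = probe without SIAE protein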
# TDP2 inh – TDP2 (human) inhibition, absorbance primary screen; O95551; recombinant TDP2, T5PNP hydrolysis, p-nitrophenol absorbance 415 nm; inhibition, % at 12.8 µM; 370,000 compounds, 0.34% hits; AID 720702;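 active = inhibition above the mean of all tested compounds plus 3 SD, set per campaign, cut at about 25% in these data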;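 note: 0% = DMSO with enzyme and 100% = buffer with substrate but no TDP2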
#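 Material: recombinant human TDP2; quantity: TDP2 enzyme at 120 nM final; medium: Tris-HCl pH 7.5 with MgCl2; compound: single concentration, 12.8 µM nominal, with 1% DMSO; incubation: 2 h enzyme incubation at 37 °C; signal: epi absorbance; measure: percent inhibition; benchmarks: high control without enzyme, low control DMSO plus TDP2; repeats: singlicate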
# Tn7 DDE FP – inhibitors of Tn7 peptide binding to human fibrin DD(E); P02675; inhibition, % at 8.3 µM; FP displacement of FITC-Tn7 peptide from fibrin DD(E); 0% = median of compound wells per plate; 370,000 compounds, 0.13% hits;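 active = inhibition above the mean of compounds falling within the control limits plus 3 SD of them, cut at about 14% in these data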;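 note: 0% = plate median of compound wells and 100% = 10 µM Aha-Tn7 peptide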
#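 System: human fibrin DD(E); quantity: Fibrin-DD(E) at 2 µM final; also added: fluorescent Tn7 probe at 0.1 µM; compound dosing: single nominal test concentration of 8.3 µM per compound; schedule: 10 min preincubation, 3 h with tracer, room temperature; detection: fluorescence polarization of the labelled Tn7 tracer; repeats: one replicate per compound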
# PLC-gamma1 inh – PLC-gamma1 (human) inhibition, primary screen. purified PLC-gamma1, fluorogenic substrate, fluorescence. 370,000 compounds, 0.84% hits. inhibition, % at 12.2 µM. P19174. AID 720700; in the data active = inhibition above about 9.5%
# ASAP1 GAP inh – inhibitors of human ASAP1 ArfGAP activity; 360,000 compounds, 0.19% hits; ASAP1-stimulated ARF1 GTP hydrolysis, GDP FP detection; inhibition, % at 16.5 µM; Q9ULH1; in the data active = inhibition above about 25%;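 note: 0% = vehicle with enzyme and substrate and 100% = no enzyme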
# ADAM17 inh – ADAM17 inhibition, QFRET primary screen. recombinant ADAM17, EDANS/DABCYL FRET peptide cleavage. inhibition, % at 6.95 µM. 370,000 compounds, 0.83% hits;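 active = inhibition above the mean of compounds lying between control limits plus 3 SD, set per campaign, cut at about 8.5% in these data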;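 note: 0% = DMSO-only wells as the low control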
# PLCb3 inh – blocks human PLC-beta3 enzyme activity | Q01970 | 370,000 compounds, 0.18% hits | Purified PLC-beta3, fluorogenic substrate, fluorescence | inhibition, % at 12.2 µM; in the data active = inhibition above about 11%;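 note: 0% = median of compound wells on plate and 100% = full blocker control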
# Target sequence (Q01970 whole entry, looked up): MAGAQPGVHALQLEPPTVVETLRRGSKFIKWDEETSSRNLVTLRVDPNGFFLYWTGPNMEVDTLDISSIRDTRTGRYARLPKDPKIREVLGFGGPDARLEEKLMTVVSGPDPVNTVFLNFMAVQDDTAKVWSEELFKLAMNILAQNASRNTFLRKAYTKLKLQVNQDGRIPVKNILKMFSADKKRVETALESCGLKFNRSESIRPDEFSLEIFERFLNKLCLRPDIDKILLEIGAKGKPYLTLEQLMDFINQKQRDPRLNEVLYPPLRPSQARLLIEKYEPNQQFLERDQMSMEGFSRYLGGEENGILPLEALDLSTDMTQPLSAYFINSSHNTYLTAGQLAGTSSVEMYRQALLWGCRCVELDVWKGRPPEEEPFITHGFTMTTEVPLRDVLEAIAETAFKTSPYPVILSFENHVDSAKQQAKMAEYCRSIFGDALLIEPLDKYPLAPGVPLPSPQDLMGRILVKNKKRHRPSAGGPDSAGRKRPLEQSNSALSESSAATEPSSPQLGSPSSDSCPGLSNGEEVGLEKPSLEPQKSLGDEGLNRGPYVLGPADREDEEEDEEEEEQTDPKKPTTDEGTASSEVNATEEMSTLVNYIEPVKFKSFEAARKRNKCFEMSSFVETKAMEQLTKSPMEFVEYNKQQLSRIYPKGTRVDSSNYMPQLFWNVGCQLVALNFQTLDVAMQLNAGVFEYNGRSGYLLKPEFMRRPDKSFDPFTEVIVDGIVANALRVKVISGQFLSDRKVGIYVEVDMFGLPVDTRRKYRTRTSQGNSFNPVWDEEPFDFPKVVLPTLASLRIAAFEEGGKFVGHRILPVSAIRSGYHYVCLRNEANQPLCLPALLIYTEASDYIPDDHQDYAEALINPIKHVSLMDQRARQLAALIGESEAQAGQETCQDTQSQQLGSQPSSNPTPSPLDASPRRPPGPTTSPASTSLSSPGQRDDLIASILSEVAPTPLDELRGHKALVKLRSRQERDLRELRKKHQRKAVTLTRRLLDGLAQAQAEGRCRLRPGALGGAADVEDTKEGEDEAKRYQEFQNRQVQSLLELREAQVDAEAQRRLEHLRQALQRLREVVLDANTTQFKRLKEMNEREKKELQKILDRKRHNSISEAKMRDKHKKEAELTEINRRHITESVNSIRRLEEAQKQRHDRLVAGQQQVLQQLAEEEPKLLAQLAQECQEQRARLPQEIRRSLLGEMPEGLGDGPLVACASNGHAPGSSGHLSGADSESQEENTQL
# DDE Tn6 FP inh – DD(E)-Tn6 binding inhibition, primary FP screen; 370,000 compounds, 0.21% hits; inhibition, % at 8.3 µM; P02675; Fibrin DD(E) TRITC-Tn6 fluorescence polarization displacement; AID 720509;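 active = inhibition above a per-campaign cutoff: mean of compounds within control limits plus 3 SD, cut at about 15% in these data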;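 note: 0% = median of all compound wells on the plate and 100% = blocking peptide control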
# The depositor's hits bear a star; i = inactive; . = no result given.
SMILES,ARFGAP1 inh,ADAM10 inh,SIAE inh,TDP2 inh,Tn7 DDE FP,PLC-gamma1 inh,ASAP1 GAP inh,ADAM17 inh,PLCb3 inh,DDE Tn6 FP inh
COc1cccc(-c2csc(N3CCN(S(=O)(=O)c4ccc(F)cc4)CC3)n2)c1,-3.8,4.4,4.3,0.5,3.6,3.3,2.4,-2.0,-2.7,-2.5
COCCNC(=O)C(=O)N/N=C(\C)CC(=O)Nc1cccnc1,4.7,2.6,-1.1,-8.7,-3.7,-2.6,-7.9,-3.5,-7.0,1.4
CCOC(=O)Cc1cnc(NC(=O)CSc2nc(C(C)C)cc(=O)[nH]2)s1,0.5,7.4,-10.1,-13.3,-3.4,4.2,1.5,2.7,-5.0,0.8
CNC(=O)c1ccc(Nc2nnc(-c3ccc(C(N)=O)cc3)c3ccccc23)cc1,1.6,1.6,-5.0,-16.2,-6.7,-213.1,10.5,0.9,-301.9,-5.7
COCCn1c(=O)[nH]c2cc(C(=O)N3CCN(c4cccc(C)c4C)CC3)ccc2c1=O,-4.8,8.3,-3.7,8.1,-5.3,1.6,-9.5,-1.7,-7.3,-8.1
COc1ccc(COC(=O)C2=C(C)NC(=O)NC2c2ccc(F)cc2)cc1 (stereo not drawn),11.2,8.3,3.1,-3.9,4.1,1.1,-1.5,-0.7,-6.3,1.1
O=C(Nc1ccc(F)cc1F)c1ccc2c(c1)[nH]c(=O)n2Cc1ccc(F)cc1,6.0,6.9,-0.9,-4.1,-5.7,2.6,13.2,0.7,-2.3,-4.9
Cn1c(SCC(=O)Nc2ccc(N3CCOCC3)cc2)nnc1-c1ccccc1F,-3.9,3.1,-0.8,-8.0,-3.8,1.3,2.3,-0.4,0.0,0.6
CNC(=O)c1c(C)[nH]c(=S)c(C#N)c1-c1ccco1,9.3,-6.0,11.1,-9.8,-8.9,-102.3,-9.4,-5.6,-153.3,12.3
COc1ccc(CCNC(=O)c2cnc3n(c2=O)CCS3)cc1OC,3.5,-5.2,-7.4,13.1,2.0,-2.2,11.7,-2.7,0.5,-1.0
CCN1CCN(S(=O)(=O)c2ccc(Cl)c(C(=O)N(C)C3CCCCC3)c2)CC1,5.4,0.2,1.5,-8.1,-3.5,1.2,-1.9,1.6,3.1,2.1
Cc1ccnc(NC(=O)COC(=O)C23CC4CC(CC(C4)C2)C3)n1,-2.9,-14.2,0.5,10.2,1.5,-13.1,3.4,-7.9,-24.1,-12.6

# Compound profiles, from the list above. Order of values: ARFGAP1 inh	ADAM10 inh	SIAE inh	TDP2 inh	Tn7 DDE FP	PLC-gamma1 inh	ASAP1 GAP inh	ADAM17 inh	PLCb3 inh	DDE Tn6 FP inh
# COc1ccc(CCNC(=O)c2cnc3n(c2=O)CCS3)cc1OC in the list: 3.5	-5.2	-7.4	13.1	2.0	-2.2	11.7	-2.7	0.5	-1.0
# COCCNC(=O)C(=O)N/N=C(\C)CC(=O)Nc1cccnc1 in the list: 4.7	2.6	-1.1	-8.7	-3.7	-2.6	-7.9	-3.5	-7.0	1.4

# Later entries
SMILES,ARFGAP1 inh,ADAM10 inh,SIAE inh,TDP2 inh,Tn7 DDE FP,PLC-gamma1 inh,ASAP1 GAP inh,ADAM17 inh,PLCb3 inh,DDE Tn6 FP inh
COc1ccc(-c2nc(-c3ccccc3)c(-c3cc([N+](=O)[O-])ccc3C)[nH]2)cc1OC,7.1,-1.2,2.9,4.1,-0.5,-2.6,2.8,-1.0,2.4,3.9
O=C(O)CS(=O)CC(=O)NCc1cccc(C(F)(F)F)c1 (stereo not drawn),9.8,4.0,-4.6,0.8,5.0,0.4,9.2,-0.7,-0.4,6.0
OCCC1CN(Cc2ccc(-c3ccco3)cc2)CCN1Cc1ccsc1 (stereo not drawn),3.6,3.4,-0.2,13.4,-7.8,-1.6,-2.5,0.0,-5.8,-2.2
O=C(COC(=O)CNC(=O)c1cccc(OC(F)F)c1)NNC(=O)c1ccccc1,0.8,-5.2,-5.3,2.5,2.6,-0.6,-3.4,-2.2,-0.7,-0.9
CCOC(=O)C1=C(O)C(=O)N(Cc2cccnc2)C1c1ccc(C)cc1 (stereo not drawn),-2.7,1.8,-1.7,12.5,1.8,1.8,-2.6,-1.1,4.5,1.3
C=CCN1C(=O)C2(OCCO2)c2cc(C)ccc21,-0.2,4.6,-4.9,3.1,10.1,1.9,9.5,0.4,0.2,4.3
Cc1nnc(-c2cccc(Br)c2)c2cn(-c3ccc(Br)cc3)nc12,21.7,-5.3,-12.1,-0.3,-3.1,1.1,10.4,-5.6,-1.9,-1.0
COc1cc(OC)cc(C(=O)N[C@H](C(=O)OCC(=O)Nc2ccc(C(N)=O)cc2)C(C)C)c1,2.1,-6.6,-1.3,6.9,3.8,-2.1,8.9,-2.4,-3.3,3.6
N=c1c(C(=O)NCc2ccc(F)cc2)cc2c(=O)n3ccccc3nc2n1CCCN1CCOCC1,3.4,i,-1.6,-4.7,3.8,-237.0,-12.7,-436.5,-315.3,-3.1
COc1ccc(CN2C(=O)c3ccccc3C2=O)cc1C(=O)N(C)CC(=O)Nc1ccc(F)cc1,5.5,-8.7,-3.0,-6.8,2.7,1.4,5.9,-2.8,1.6,5.7
COc1cccc(-c2ccc3nnc(SCC(=O)N4CCOCC4)n3n2)c1,6.4,-57.5,4.7,-1.0,4.5,-258.7,-5.5,-18.2,-307.9,-1.4
CCC/C(=C1/c2ccccc2C(=O)N1c1ccccc1)c1ccc(O[C@@H]2CCCCO2)cc1,-4.0,-12.6,-4.5,5.0,6.1,-53.3,-14.4,-2.0,-62.9,13.2
CC(/C=N\N1CCN(Cc2ccc(C)cc2)CC1)=C\c1ccccc1,9.5,2.9,16.8,-0.9,-2.7,0.4,-3.8,-1.0,7.7,-0.4
CN(Cc1ccccc1)C(=O)OCc1cn(Cc2ccc(F)cc2)nn1,.,3.1,-1.7,-2.6,-3.0,3.7,.,0.8,-1.2,6.0
CC(C)(C)c1ccc(C(=O)NCCN2CCCC2)cc1,-2.9,-7.4,3.4,2.3,0.0,1.1,-1.4,-2.6,5.0,-4.6
CC(C)n1nnnc1C1c2ccccc2C(=O)N1CCCn1ccnc1 (stereo not drawn),2.5,-10.9,-2.1,7.5,1.6,-0.9,-12.2,-3.1,0.0,-3.8
CC(C)C[C@H](NC1(C(=O)NC2CCCCC2)CCC1)C(=O)NCC(c1ccccc1)c1ccccc1,.,5.8,-5.2,-4.4,-1.3,-0.7,.,1.0,4.0,-3.7
Clc1cccc(Cc2ccc(Cl)nn2)c1,8.8,-3.4,7.4,-0.8,0.1,-2.0,-1.1,-0.5,2.4,-1.1
Cc1ccc(CNC(=O)C2CCN(C(=O)Nc3ccccc3)CC2)cc1,-1.1,1.1,-0.6,7.7,5.4,0.6,-2.6,0.4,-0.2,-2.8
Cc1noc(C)c1C(=O)Nc1cccc2ncccc12,-1.6,-3.0,9.9,9.6,1.6,-3.5,-0.1,-0.2,-8.8,-3.0
CN(C)c1ccc(C=NNC(=O)c2cccc3ccccc23)c(Cl)c1,-10.1,-25.1,-8.2,6.2,-4.7,-113.5,0.3,-10.6,-150.8,-4.9
COc1ccccc1S(=O)Cc1ccc(C(=O)O)o1 (stereo not drawn),6.5,2.5,2.5,1.7,0.6,-0.1,10.1,-3.8,1.3,-1.9
Cc1cccc(NC(=O)NC(=O)c2ccccc2)n1,-16.0,-5.5,-0.1,7.3,-1.1,0.2,-2.6,-7.2,0.4,-3.4
Cc1cc(C)c(C(=O)CC(=O)c2cccnc2)c(C)c1,2.2,-8.7,-2.3,0.2,-9.2,-0.3,-5.7,-2.0,-3.6,-4.8
O=c1cc(N2CCN(c3ccccc3)CC2)[nH]c(=O)n1-c1ccccc1Cl,3.3,-8.6,-4.4,-13.1,-0.5,2.4,2.3,-2.1,-3.2,-5.0
Cc1ccc(S(=O)(=O)Nc2cccc(Oc3cnccn3)c2)cc1,-2.5,1.8,-2.2,-11.1,7.1,-5.7,15.2,3.4,2.4,-3.1
Cc1cc(NC(=O)Cn2cnc3c(nnn3-c3ccc(C)c(Cl)c3)c2=O)no1,3.4,0.1,-3.3,16.3,3.4,-1.3,8.9,-4.6,-6.1,1.2
O=C(O)c1ccc(-c2ccc(Cl)cc2Cl)o1,-0.8,3.6,1.8,0.4,4.4,-2.9,-5.8,-0.1,-3.8,-5.6
Cc1csc(NC(=O)CCc2c(C)nc3cc(-c4cccc(F)c4)nn3c2C)n1,7.7,-12.7,1.3,5.7,-3.2,-7.1,-0.6,-4.3,-8.1,-9.0
COc1ccc(-c2nc(SCc3ccccc3)n(S(C)(=O)=O)n2)cc1,13.7,11.0,1.8,-7.2,5.9,4.7,5.5,4.9,2.6,0.1
COc1ccc(CC(=O)OCC(=O)N2CCCC(C)C2)cc1 (stereo not drawn),2.6,-3.9,-0.3,9.7,-1.7,0.4,4.5,-1.1,-6.1,15.2*
CC(=O)c1cccc(NC(=O)C2Cc3c(-c4cccc(F)c4)ccnc3O2)c1 (stereo not drawn),-0.7,10.8,-6.7,-3.5,0.9,0.4,-7.3,3.6,1.6,4.0
COCCCn1c(SCC(=O)Nc2cccc(C)n2)nnc1-c1ccco1,-5.6,1.7,-1.1,1.0,0.6,-1.0,8.0,-2.5,-0.3,7.1
Cc1ccccc1OCc1nc(-c2ccc(NC(=O)c3ccc4c(c3)OCO4)cc2)no1,6.0,1.2,-8.3,-7.7,10.0,-0.4,-2.6,-4.3,-0.3,0.7
Cc1ccc(S(=O)(=O)N2CCN(C(=O)Cc3c(F)cccc3Cl)CC2)cc1,14.7,-2.1,6.7,16.4,0.0,5.3,-1.4,-3.6,-7.4,8.1
CC(=O)/C=C1/C(=O)Nc2ccccc21,0.3,-9.8,9.0,7.2,1.4,-1.8,-0.9,-2.5,-6.3,2.6
CN1CCCc2nc(-c3ccccc3)ccc21,-8.9,-140.6,3.9,0.3,4.5,-96.4,1.4,-36.0,-110.6,0.2
CC(=O)Nc1ccc(NC(=O)C(C)OC(=O)CNC(=O)c2cccs2)cc1 (stereo not drawn),11.0,1.6,6.3,7.8,-2.0,4.9,-11.6,-4.3,2.4,3.2
c1ccc(C[C@H]2CN=C(Nc3ccccc3)N2CC2CCCCCC2)cc1,-8.8,4.8,-2.1,-7.2,7.8,2.0,0.2,-3.4,1.6,5.9
COC(=O)[C@@]12C[C@@H](CC(=O)NCCC(C)C)C(=O)N(Cc3ccccc3)C1=CCC(C)(C)C2,11.8,4.0,-2.2,5.7,6.5,-1.1,2.2,-1.9,0.5,3.1
N#Cc1cccc(N2[C@@H](Cc3cc4ccccc4n3Cc3ccccc3)COC[C@H]2Cc2ccc3ccccc3c2)c1,8.8,-4.3,-4.6,-1.8,-4.8,-0.4,-5.7,0.6,4.5,-1.0
CC(C)c1ccc2oc(-c3ccc(N)cc3)nc2c1,6.1,i,4.7,9.6,-10.0,-141.8,-7.6,-373.8,-192.9,-8.6
